Source: PubChem BioAssay
KAT2A inh: blocks human GCN5L2 histone acetyltransferase. GCN5L2 HAT assay, ThioGlo1 CoA-SH fluorescence. Potency, µM (doses to about 58.9 µM), inactives show at the top dose activity change, negative = inhibition, hits mostly inhibitors. hit rate 0.21% among 390,000. AID 504327
Target sequence (Q92830 whole entry, looked up): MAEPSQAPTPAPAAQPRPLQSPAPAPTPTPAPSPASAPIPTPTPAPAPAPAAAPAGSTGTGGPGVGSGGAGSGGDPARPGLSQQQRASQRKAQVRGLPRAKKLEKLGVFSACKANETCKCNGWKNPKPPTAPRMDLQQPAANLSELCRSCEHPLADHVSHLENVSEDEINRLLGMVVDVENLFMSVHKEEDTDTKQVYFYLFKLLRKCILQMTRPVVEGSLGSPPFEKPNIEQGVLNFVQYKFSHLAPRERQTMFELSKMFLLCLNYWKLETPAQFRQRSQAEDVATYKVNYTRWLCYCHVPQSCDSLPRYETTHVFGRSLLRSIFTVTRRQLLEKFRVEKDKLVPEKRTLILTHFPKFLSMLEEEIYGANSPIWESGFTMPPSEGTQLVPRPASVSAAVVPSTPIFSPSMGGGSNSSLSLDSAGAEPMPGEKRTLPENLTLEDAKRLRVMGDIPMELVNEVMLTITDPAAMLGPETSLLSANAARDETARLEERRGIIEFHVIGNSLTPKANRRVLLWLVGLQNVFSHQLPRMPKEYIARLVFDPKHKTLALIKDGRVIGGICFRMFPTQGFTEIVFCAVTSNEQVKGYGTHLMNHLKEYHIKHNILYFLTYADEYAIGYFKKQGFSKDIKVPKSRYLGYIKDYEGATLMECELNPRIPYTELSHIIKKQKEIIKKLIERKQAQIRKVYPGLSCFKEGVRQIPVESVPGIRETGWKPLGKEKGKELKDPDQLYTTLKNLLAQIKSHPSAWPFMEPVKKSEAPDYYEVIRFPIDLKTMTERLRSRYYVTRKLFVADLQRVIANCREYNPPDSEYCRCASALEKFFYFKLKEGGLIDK
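qHTS, 1536-well. 20nM enzyme, pH 7.5 HEPES/EDTA/Tween-20 buffer; 15 min compound preinc., RT. Start: 75uM H3(1-25), 70uM AcCoA, 50uM ThioGlo1. Read Ex340/Em540 at t=0 (autofluorescence flag) and t=20 min.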
TDP1 cell CPT: growth inhibition of DT40 Tdp1-/-;hTDP1 cells with camptothecin (screen for TDP1 inhibitors); hit rate 12% among 420,000; chicken DT40 Tdp1-/-;hTDP1 cells + 20 nM CPT, ATP luminescence, 48 h; AID 686979; Potency, µM (titrated, usually from 46.2 µM), for inactives: at the top dose activity change, negative = growth inhibition, actives largely listed as inhibitors; also: nearly all actives have a fitted effect of over 55% in size
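Chicken DT40 Tdp1-/- cells stably complemented with human TDP1 were seeded at 400 cells/well in medium containing 20 nM camptothecin, exposed to pin-transferred compounds, and grown at 37 °C for at least 48 hr. Viability was read as ATP luminescence.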
DT40 TDP1 no CPT: qHTS for Inhibitors of human tyrosyl-DNA phosphodiesterase 1 (TDP1): qHTS in cells in absence of CPT. AID 686978, 2013. Potency, µM (highest dose often 46.2 µM), for the others: top-dose activity change, negative = growth inhibition, actives largely listed as inhibitors. DT40 Tdp1-/- hTDP1 cells, no CPT, ATP luminescence, 48 h. hit rate 15% among 420,000; also: nearly all actives have a fitted effect of over 55% in size
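Compound effects on proliferation are scored in DT40 Tdp1-/-;hTDP1 cells in the absence of CPT. ATP levels (CellTiter-Glo luminescence) are recorded after a ≥48 hr, 37 °C incubation.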
Numbers without * were called inactive; ? = inconclusive; nt = not tested or not shown; & = joins results of further samples. Calls follow the shape of the dose curve; as a rule, active = well fitted curve in the direction sought with a large enough effect; inconclusive = small, poorly fitted or top-dose-only effect, or another doubt; inactive = no such curve, though single readings can be large; an effect the other way counts as inactive or inconclusive. % is scaled to controls: 0 for no effect and ±100 for the full control effect; potency is read from the fitted curve at half-maximal effect.

SMILES	KAT2A inh	TDP1 cell CPT	DT40 TDP1 no CPT
O=C1OC[C@@H]2CCCN2C(=O)[C@@H](CC(=O)N(CCO)Cc2ccccc2)C/C=C\C[C@@H]1Cc1ccc(F)cc1	0%	23µM*	?
COC(=O)CN1C(=O)CSc2ccc(S(=O)(=O)Nc3cc(C)ccc3C)cc21	-7%	?	?
Cc1ccc(-c2nc3ccccn3c2NCc2ccc3c(c2)OCO3)cc1	-33%	21µM*	?
COc1cc(-c2cc(C(=O)O)c3c(OC)c(OC)c(OC)cc3n2)ccc1O	-16%	-9%	-7%
O=C(N/N=C/c1c(F)cccc1Cl)c1cc(C2CC2)[nH]n1	-2%	16%	?
CCOC(=O)C1CCCN(C(=O)Cn2ncn3c(cc4sc(CC)cc43)c2=O)C1 (centres undefined)	-6%	21µM*	?
O=C(CCNS(=O)(=O)c1cccs1)N1CCc2ccccc2C1	3%	-14%	?
O=c1[nH]c(=S)[nH]c2scc(-c3ccc(Br)cc3)c12	nt	7%	8%
COCC(=O)N(C)C[C@@H]1Oc2cc(Br)ccc2S(=O)(=O)N([C@H](C)CO)C[C@H]1C	nt	-1%	0%
c1ccc(OCc2nn3c(C4CCCCC4)nnc3s2)cc1	0%	-16%	2%
CC(C)CSc1nc(N)nc2c1ncn2C1OC(CO)C(O)C1O (centres undefined)	nt	-9%	-4%
O=C(NC1CCCCC1)C1CC(=O)N(c2ccccc2)C1 (centres undefined)	-4%	-12%	-29%
CCN(CC(=O)NNC(=O)c1ccccc1)Cc1ccc(OC)c(F)c1	0%	7%	8%
Cc1cccc(C)c1NC(=O)Cn1nnc(C(=O)Nc2ccc(F)cc2F)c1N	-8%	-9%	-13%
CC1=C(C(=O)N2CCOCC2)CC(CC(=O)NCc2cccs2)C(=O)N1CCCN1CCCC1=O (centres undefined)	nt	1%	-1%
CN1C(=O)c2ccccc2C(C(=O)O)C1c1cccc([N+](=O)[O-])c1 (centres undefined)	-7%	22%	0%
CCOC(=O)c1nn(-c2ccccc2)c(C)c1C(C)=O	-6%	-3%	-11%
Cc1cc(Cl)ccc1C(O)c1ncc(-c2ccccc2Cl)[nH]1 (centres undefined)	nt	21µM*	?
Nc1ncc(Br)cc1S(=O)(=O)NCCC(=O)NC1CCCCC1	-3%	?	-15%
O=C(c1cnn(-c2cccc(F)c2)c1)c1ccccc1O	-3%	22%	?
CC(CCc1ccccc1)NC(=O)c1ccco1 (centres undefined)	1%	-5%	-13%
Cc1ccc(S(=O)(=O)N2CCCC(C(=O)NCc3ccco3)C2)cc1Cl (centres undefined)	3%	?	?
COc1cccc(Nc2sc(C(=O)c3ccc(Cl)cc3)c(N)c2C(=O)NCc2ccc(C)cc2)c1	-15%	2.9µM*	4.6µM*
Cc1nc(-c2ccccc2)sc1-c1ccc(SCC(=O)NCc2ccc(F)cc2)nn1	-10%	-10%	-4%
CC1CCCCC12NC(=O)N(CC(=O)N1CCN(c3ncccn3)CC1)C2=O (centres undefined)	-1%	-1%	?

The list goes on.
SMILES	KAT2A inh	TDP1 cell CPT	DT40 TDP1 no CPT
COc1ccc(CC(=O)NNC(=O)COc2ccc(Br)cc2C)cc1OC	-2%	-19%	-29%
Cc1ccc(C2=CC(c3ccc(Cl)cc3)n3nc(-c4ccc(C)cc4)nc3N2)cc1 (centres undefined)	-9%	33µM*	?
O=C1/C(=C/c2cccc(F)c2)SC(=S)N1NS(=O)(=O)c1ccccc1	-11%	0%	-23%
CC(C)(C)NC(=O)NC(=O)COC(=O)CCC1CCCCC1	-3%	-24%	-6%
COc1ccc(C2C(C#N)=C(N)Oc3cc(O)ccc32)cc1C (centres undefined)	-8%	?	?
CCC(=Nc1ccccc1O)C1=C(O)CC(c2ccccc2)CC1=O (centres undefined)	2%	?	?
Cc1ccc(-c2cc(C(=O)NCC(c3ccccc3)N(C)C)c3ccccc3n2)o1 (centres undefined)	-22%	?	?
CC(=O)c1nc(N2CCN(S(=O)(=O)c3ccc(C)cc3)CC2)c2ccccc2n1	nt	?	?
CCOc1ccccc1NC(=O)N1CCC(c2nc3ccc(C)cc3[nH]2)CC1	2%	-10%	-21%
CCCN1CCN(C(c2cc3cc(OCC)ccc3[nH]c2=O)c2nnnn2C2CCCCC2)CC1 (centres undefined)	0%	?	?
CC(NC(=O)CSc1nnc(COc2ccccc2)o1)c1ccccc1 (centres undefined)	-1%	-19%	1%
COC(=O)c1cnc(Oc2ccc(NC(=O)NC(=O)c3ccccc3Cl)cc2)cc1C(F)(F)F	1%	?	4.1µM*
COc1c2c(cc(O)c1C(C)=O)OC(C)(C)C=C2	nt	-8%	-12%
O=Cc1ccccc1OCc1ccc2c(c1)OCO2	1%	5.2µM*	2.9µM*
COc1ccccc1NS(=O)(=O)c1cc(N)ccc1N1CCOCC1	-16%	?	?
CSc1ccc(S(=O)(=O)Nc2ccc3c(c2)NC(=O)CC3)cc1	-14%	?	23µM*
O=C(OCC(=O)N1CCCC1)c1ccc(Cl)nc1	-3%	-5%	1%
CN(Cc1cnc2ccccn12)C(=O)c1cc(NC(=O)c2ccccc2)cc2ncn(C3CCCC3)c12	nt	?	?
COC(=O)c1cc(NC(=O)c2cccc(C(F)(F)F)c2)c(=O)oc1C/C=N/OCc1cccc(Cl)c1Cl	?	?	?
Brc1cccc[n+]1CCCC[n+]1ccccc1Br	nt	8.9µM*	16µM*
CSc1nsc(SCC(=O)Nc2cccc(C(=O)O)c2)n1	-3%	0%	-2%
COC(=O)c1cccc(NC(=O)CSc2nc(=O)cc(N)n2-c2ccccc2)c1	-16%	2%	-8%
NNC(=O)C(Cc1cnc[nH]1)NC(=O)OCc1ccccc1 (centres undefined)	?	10%	7%
CC(=O)Nc1cccc(NCC(=O)Nc2cc(S(=O)(=O)N3CCCCC3)ccc2Cl)c1	-3%	?	?
O=C(Cn1ncc2c1-c1ccccc1OC2)N1CCN(Cc2ccc3c(c2)OCO3)CC1	-9%	-30%	?

Further compounds follow.
SMILES	KAT2A inh	TDP1 cell CPT	DT40 TDP1 no CPT
CCCCNC(=O)C1CCC(CNS(=O)(=O)c2ccc(NC(C)=O)cc2)CC1 (centres undefined)	-3%&-5%	?	-18%&-87%
Nc1ccc(C(=O)Nc2ccc3cc(S(=O)(=O)O)ccc3c2)cc1	nt	-1%	-6%
Cc1cc(C(=O)OCC(=O)N2CCOCC2)c(C)n1-c1ccccc1	-3%	2%	3%
O=C1CCSc2ccc(Cl)cc2N1Cc1ccc(Cl)cc1	0%	?	29µM*
COc1ccc(CCN2C(=O)C(C)=C(C)C2=O)cc1OC	-1%	-24%	?
COc1ccc(NC(C)=O)cc1NC(=O)C1CCCN1C(=O)c1cccs1 (centres undefined)	-16%	-20%	1%
CCOc1ccc(N(C)S(=O)(=O)c2csc(C(N)=O)c2)cc1	-6%	-3%	0%
C[C@H](CO)N1C[C@H](C)[C@@H](CN(C)C(=O)NC2CCCCC2)Oc2ccc(NC(=O)Nc3ccccc3)cc2C1=O	1%	-16%	-11%
O=C(CCCC1=NS(=O)(=O)c2ccccc2N1)N1CCN(c2ccc(Cl)cc2)CC1	0%	16µM*	?
CCC(=O)Nc1ccc2c(c1)OC[C@@H](C)N(Cc1cccc(F)c1)C[C@@H](C)[C@@H](OC)CN(C)C2=O	nt	?	23µM*
COc1cccc(OCc2cc(C(=O)N(C)Cc3nc(C)cs3)no2)c1	-23%	?	?
COCCNC(=O)c1c(N)n(-c2cccc(C)c2)c2nc3ccccc3nc12	?	?	?
CC(=O)N1CCN(c2csc3ccc(Br)cc3c2=O)CC1	-7%	-19%	?
C[C@H](CO)N1C[C@H](C)[C@@H](CN(C)Cc2ccccc2)Oc2ccc(NC(=O)Cn3cnnn3)cc2C1=O	-2%	16%	-3%
Cc1[nH]nc2c1C(c1ccsc1)C(C#N)=C(N)O2 (centres undefined)	-2%	?	?
CCN(C(=O)Cn1c(=O)n(Cc2ccccc2)c(=O)c2c1c1cc(OC)ccc1n2C)c1ccccc1	3%	2%	1%
Cc1cccc(N2N=C(C(=O)Nc3ccc(Cl)c(S(=O)(=O)N4CCOCC4)c3)CCC2=O)c1	-1%	?	?
O=c1c2c(-c3ccccc3)ccnc2[nH]n1-c1ccccc1	1%&-8%	1%&-18%	-23%&-28%
Cc1ccc(S(=O)(=O)Nc2ccccc2F)cc1C(=O)NNC(=O)c1ccccc1O	?	-13%	?
O=C(NC(c1ccc2c(c1)OCO2)c1ccccn1)C1CCN(CCOc2ccc(Cl)cc2Cl)CC1 (centres undefined)	nt	?	?
CCOc1ccc(S(=O)(=O)NCCC(=O)N2CCN(c3ccc(OC)cc3)CC2)cc1	-2%	?	21µM*
C1=Cc2ccccc2Nc2ccccc21	-1%	?	-22%
CN(Cc1c(C(=O)N(C)Cc2ccccc2)nc2ccccn12)CC1Cc2ccccc2O1 (centres undefined)	-3%	18µM*	15µM*
CCn1c(=O)cc(OCC(=O)NCc2cccnc2)c2ccccc21	-2%	-8%	-4%
Fc1ccc(Oc2nc(-c3ccccc3)nnc2C(F)(F)F)cc1	1%	?	-25%

Following part:
SMILES	KAT2A inh	TDP1 cell CPT	DT40 TDP1 no CPT
CN(Cc1cccc(Cl)c1Cl)C(=O)c1ccc(NC(=O)CC#N)cc1	2%	?	?
COc1ccc(-c2nnc(SCC(=O)Nc3ncc(C)s3)n2-c2ccccc2)cc1OC	-3%	21µM*	23µM*
COCCn1c(Cc2ccccc2)nnc1SCc1ccc([N+](=O)[O-])cc1	5%	-15%	?
COc1c(O)c(=O)n2c3ccccc3c3ccnc1c32	-3%	-3%	-16%
CC(=O)c1cccc(N(C(=O)CNC(=O)c2ccco2)C(C(=O)NC2CCCC2)c2ccncc2)c1 (centres undefined)	-5%	5%	-18%
O=C(NC(=S)N1CCCCC1CO)c1cccs1 (centres undefined)	-5%	-12%	0%
COc1ccccc1NC(=O)CCc1c(C)[nH]c(=O)c(C#N)c1C	-2%	-1%	1%
COc1ccc(NC(=O)[C@@H](NS(=O)(=O)c2cccc(Cl)c2)C(C)C)cc1S(=O)(=O)N1CCOCC1	-1%	-1%	-17%
CSc1nnc2c(n1)OC(c1cccc(O)c1Cl)Nc1ccccc1-2 (centres undefined)	-2%	-10%	?
O=S(=O)(c1ccccc1F)N1CCN(Cc2cc3c(cc2O)OCO3)CC1	4%	-5%	-20%
C=CCc1cccc(/C=N/NC(=O)CCCNc2ccc(C)cc2)c1O	-12%	-88%	21µM*
COc1ccc(OC)c(NC(=O)CC2SC(=N)N(c3ccccc3)C2=O)c1 (centres undefined)	-5%	1%	-7%
O=C(OC1CCOC1=O)c1ccc(Cl)c(S(=O)(=O)N2CCCCC2)c1 (centres undefined)	-1%	0%	3%

Of the compounds above, 9 contain an aryl thioether with sulfur outside any ring.
SMILES	KAT2A inh	TDP1 cell CPT	DT40 TDP1 no CPT
CC(C)CSc1nc(N)nc2c1ncn2C1OC(CO)C(O)C1O (centres undefined)	nt	-9%	-4%
Cc1nc(-c2ccccc2)sc1-c1ccc(SCC(=O)NCc2ccc(F)cc2)nn1	-10%	-10%	-4%
CC(NC(=O)CSc1nnc(COc2ccccc2)o1)c1ccccc1 (centres undefined)	-1%	-19%	1%
CSc1ccc(S(=O)(=O)Nc2ccc3c(c2)NC(=O)CC3)cc1	-14%	?	23µM*
CSc1nsc(SCC(=O)Nc2cccc(C(=O)O)c2)n1	-3%	0%	-2%
COC(=O)c1cccc(NC(=O)CSc2nc(=O)cc(N)n2-c2ccccc2)c1	-16%	2%	-8%
COc1ccc(-c2nnc(SCC(=O)Nc3ncc(C)s3)n2-c2ccccc2)cc1OC	-3%	21µM*	23µM*
COCCn1c(Cc2ccccc2)nnc1SCc1ccc([N+](=O)[O-])cc1	5%	-15%	?
CSc1nnc2c(n1)OC(c1cccc(O)c1Cl)Nc1ccccc1-2 (centres undefined)	-2%	-10%	?

Retrieved by structure from above, 2 records:
SMILES	KAT2A inh	TDP1 cell CPT	DT40 TDP1 no CPT
CSc1nnc2c(n1)OC(c1cccc(O)c1Cl)Nc1ccccc1-2 (centres undefined)	-2%	-10%	?
COc1ccc(-c2nnc(SCC(=O)Nc3ncc(C)s3)n2-c2ccccc2)cc1OC	-3%	21µM*	23µM*

The list is partial; rates above refer to the full screens.
